# GPR35 antagonists – inhibition of zaprinast-stimulated GPR35 beta-arrestin translocation – imaging, U2OS, beta-arrestin-GFP, zaprinast agonist, primary screen (AID 2058). U2OS GPR35 beta-arrestin-GFP translocation imaging, zaprinast antagonism; higher % means a stronger effect. actives 0.052% (n = 290,000). one-dose inhibition, % at 10 µM; IC50 in µM for titrated hits;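 active = inhibition of at least 50% with at least 30 cells and total cytoplasm GFP at most 10,000,000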
# CSM14.1 death rescue – protection against thapsigargin-triggered cell killing – 384-well, CSM14.1, ATP luminescence, primary screen (AID 1222) | CSM14.1 thapsigargin-induced death rescue, ATP luminescence; higher % means a stronger effect | cellular ATP content (survival), % at 20 µM; hits with a dose series show EC50 in µM | 190,000 tested, under 10 active;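 active = EC50 below 50 µM in the dose-response confirmation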;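 note: death triggered by thapsigargin at about 15 µM added after 2 h compound pretreatment; cell ATP read after overnight thapsigargin exposure of roughly 18 to 22 hours; normalized against plate controls of thapsigargin alone and 5% DMSO vehicle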
# Large T inhibition – SV40 large T antigen inhibitors, biochemical (AID 1903). SV40 large T antigen ATPase/helicase inhibition assay; higher % means a stronger effect. inhibition, % at 20 µM, or IC50 in µM where a hit was titrated. actives 0.39% (n = 310,000); in the data active = a potency from the dose series; note: strong numbers were not always called active
# West Nile antiviral – West Nile virus antiviral activity, cell-based, CPE readout (AID 1621); West Nile virus-infected cells, CPE inhibition; higher % means a stronger effect; CPE inhibition, % at 10 µM, or IC50 in µM where a hit was titrated; actives 0.02% (n = 290,000); in the data active = a potency from the dose series; note: strong numbers were not always called active
# MgcRacGAP inhibition – MgcRacGAP GTPase-activating activity inhibitors, confirmation, biochemical, ADP Hunter fluorescence | MgcRacGAP-stimulated Rac1 GTP hydrolysis, ADP Hunter fluorescence; higher % means a stronger effect; GST-tagged Rac1 F28L mutant substrate | one-dose inhibition, % at 30 µM; IC50 in µM for titrated hits | actives 0.6% (n = 340,000) | AID 624330;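 active = first-screen hits whose inhibition reached a set limit at any dose in the follow-up dose series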;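 note: fluorescence reports GDP produced by GAP-driven GTP hydrolysis; strong numbers were not always called active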
# Dengue-2 NS5 capping – Dengue-2 NS5 methyltransferase inhibitors, primary screen, biochemical, confirmation dose response (AID 588689) | Dengue-2 NS5 methyltransferase capping enzyme assay, biochemical; higher % means a stronger effect | inhibition, % at 25 µM, or IC50 in µM where a hit was titrated | actives 0.3% (n = 340,000); in the data active = a potency from the dose series
# PhoP inhibition – inhibitors of PhoP regulon expression, primary screen, Salmonella Typhimurium, GFP reporter (AID 1863) | inhibition, % at 50 µM; hits with a dose series show IC50 in µM | S. Typhimurium PhoP-regulated promoter GFP reporter, 4 h; higher % means a stronger effect | actives 0.16% (n = 300,000);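 active = inhibition over 29.93%, a cutoff 3 SD above the screen mean, later confirmed by dose response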;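 note: 0% = low Mg2+ inducing control and 100% = high Mg2+ repressing control; strong numbers were not always called active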
# LYP phosphatase – PTPN22 lymphoid phosphatase activity blockers – biochemical, fluorescence intensity, uHTS (AID 1779) | recombinant LYP phosphatase, fluorescence intensity; higher % means a stronger effect | inhibition, % at 11.5 µM; hits with a dose series show IC50 in µM | actives 0.054% (n = 290,000); in the data active = inhibition above about 50%;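 note: plate controls were vehicle with enzyme for no effect and no enzyme for full effect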
# RSV CPE inhibition – RSV antiviral activity via CPE protection, HEp-2 cells, primary 10 µM value included (AID 2391); HEp-2 cells, RSV-induced CPE inhibition; higher % means a stronger effect; CPE inhibition, % at 10 µM, or IC50 in µM where a hit was titrated; actives 0.13% (n = 310,000); in the data active = a potency from the dose series; note: strong numbers were not always called active
# Starred values were filed as active, the others as inactive; . = not tested or not shown.
SMILES,GPR35 antagonists,CSM14.1 death rescue,Large T inhibition,West Nile antiviral,MgcRacGAP inhibition,Dengue-2 NS5 capping,PhoP inhibition,LYP phosphatase,RSV CPE inhibition
CN(CCC#N)S(=O)(=O)c1ccc2c(c1)c(=O)n(C)c(=O)n2C,-4%,2.0%,3%,-0.1%,-47%,-2%,-1%,-9%,0.1%
CC(=O)Nc1ccc(S(=O)(=O)NNC(=O)C2CCCCC2)cc1,-15%,.,23%,-0.6%,10%,-3%,-1%,-8%,1.0%
C=CCNCC#CCOc1ccc(OC)cc1,0%,1.2%,13%,-0.7%,17%,-2%,48%,-12%,0.0%
Cn1cnnc1SCC(=O)Nc1ccc(OC(F)F)cc1,2%,.,19%,0.4%,8%,-5%,0%,-1%,-1.0%
CCCn1nnc(NC(=O)c2ccc(-c3ccccc3)cc2)n1,-7%,0.1%,0%,-0.3%,13%,-1%,-2%,-2%,2.1%
Cc1ccc(-n2c(Cc3cccn3C)nnc2SCC(=O)NC2CCCCC2)cc1,-2%,-1.3%,1%,-0.2%,1%,-11%,-12%,2%,.
O=C(O)CCc1ccc(-c2ccc(Cl)cc2)n1Cc1ccco1,-18%,3.8%,10%,0.1%,4%,3%,-4%,-6%,0.5%
Nc1ccc(CN2CCCCCC2)cc1,7%,-1.8%,19%,-0.4%,-1%,-2%,10%,2%,0.5%
O=C(NCC(=O)N1CCCCCCC1)c1ccccc1Br,.,.,9%,.,5%,-6%,-7%,.,-1.5%
COc1ccc(N2CCN(C(=O)CN(c3cccc(OC)c3)S(=O)(=O)c3ccccc3)CC2)cc1,-16%,.,20%,-1.1%,20%,-2%,-6%,-2%,1.4%
O=C(Cn1cnc2c(cnn2-c2ccc(Cl)cc2)c1=O)NCCc1ccccc1,13%,-1.3%,11%,0.0%,12%,2%,-11%,-4%,2.7%
Cn1nc(C(=O)NCc2ccccc2)c2c1-c1ccccc1S(=O)(=O)C2,15%,.,6%,1.8%,10%,-3%,-3%,4%,5.7%
COc1cc(NC(=O)c2oc3ccccc3c2C)ccc1NC(=O)c1ccco1,1%,.,0%,0.1%,-3%,11%,10%,-5%,4.7%
Cc1cccc(Cn2c(N3CCc4ccccc4C3)nc3c2c(=O)[nH]c(=O)n3C)c1,1%,4.0%,2%,-0.2%,14%,-2%,7%,-11%,0.0%
CCOc1ccc(S(=O)(=O)NCCC(=O)NCc2ccccn2)cc1,.,.,5%,.,3%,-5%,-7%,.,-1.4%
CCOC(=O)C1=C(O)/C(=C/c2ccc(OCC(=O)O)c(OC)c2)SC1=Nc1ccc(OCC)cc1,-9%,-3.7%,21%,-0.2%,11%,17%,0%,5%,-0.2%
CCC(=O)N1CCN(c2nc(-c3ccc(Cl)cc3)cs2)CC1,7%,-0.8%,0%,-1.2%,2%,0%,-10%,-5%,5.1%
COc1ccccc1N1CCN(C(=O)NCc2ccc(Cl)cc2)CC1,-3%,.,23%,-0.5%,12%,2%,-4%,-7%,0.1%
COc1ccc(CCNC(=O)CC2COc3ccccc3O2)cc1OC (centres undefined),14%,1.8%,-1%,-0.2%,8%,0%,-5%,-4%,1.3%
CC1(C(=O)N(CC(=O)NC2CCCC2)Cc2ccccc2)CC(=O)N=C2C=CC=CN21 (centres undefined),-12%,.,13%,0.3%,1%,-3%,-2%,-19%,-0.5%
CCN(CC)S(=O)(=O)c1cccc(S(=O)(=O)N2CCCCC2)c1,26%,-1.3%,0%,-0.7%,0%,-4%,-4%,-9%,1.5%
CC(=O)Oc1ccc(/C=N/NS(=O)(=O)c2ccccc2)cc1,12%,-0.4%,12%,0.1%,13%,-4%,-1%,-2%,1.3%
O=C1CN(C(=O)c2cc3ccccc3oc2=O)C(c2ccc(F)cc2)c2cc(F)ccc2N1 (centres undefined),-6%,-0.6%,4%,.,2%,2%,0%,-4%,0.3%
COc1ccc(CC(=O)Nc2ccc(N3CCCCC3)cc2)cc1,-11%,-1.6%,5%,0.9%,8%,-4%,-2%,-8%,1.3%
NS(=O)(=O)c1ccc(N/N=C/c2ccccc2Br)cc1,15%,-2.4%,8%,-0.4%,5%,-2%,1%,3%,2.1%

# (listing goes on)
SMILES,GPR35 antagonists,CSM14.1 death rescue,Large T inhibition,West Nile antiviral,MgcRacGAP inhibition,Dengue-2 NS5 capping,PhoP inhibition,LYP phosphatase,RSV CPE inhibition
O=C(CC1C(=O)NCCN1Cc1ccc(-c2ccccc2)cc1)NCCCn1cccn1 (centres undefined),19%,-1.3%,20%,-0.5%,8%,-3%,0%,-3%,2.6%
CCCOc1cccc(/C=N/NC(=O)c2csc(C)c2C)c1,-12%,-1.2%,8%,0.1%,5%,-3%,-16%,-3%,1.6%
CCOC(=O)c1cn(-c2nc(-c3ccc(Cl)c(Cl)c3)cs2)c2c(F)c(N3CCOCC3)c(F)cc2c1=O,1%,1.4%,4%,.,8%,-9%,6%,8%,73%
COc1ccccc1/C=N\Nc1cc(C)nc(-n2nc(C)cc2C)n1,-13%,13%,15%,-1.4%,5%,-2%,-7%,6%,13%
CCC(C(=O)N1CCN(Cc2ccc3c(c2)OCO3)CC1)n1c(=O)[nH]c2ccccc2c1=O (centres undefined),3%,.,.,-0.3%,-1%,-11%,3%,-14%,-0.7%
Cn1c(=O)oc2cc(S(=O)(=O)N3CCC(C(=O)Nc4ccc(OC(F)(F)F)cc4)CC3)ccc21,4%,.,18%,-1.0%,8%,-3%,-7%,-2%,0.8%
Cc1c(C(=O)O)sc(=S)n1CCOc1ccccc1,18%,3.0%,3%,1.0%,4%,-1%,-4%,-7%,8.5%
S=c1[nH]cc(-c2ccc(Cl)cc2)n1-c1ccccc1,18%,-1.9%,5%,0.3%,6%,-1%,-1%,-7%,0.1%
Cc1oc(-c2cc(F)ccc2F)nc1CN1CCN(c2cnccn2)CC1,12%,-0.7%,6%,-0.4%,3%,-6%,5%,-3%,3.6%
O=C(O)C1CC(O)CN1C(=S)Nc1ccccc1 (centres undefined),7%,0.4%,9%,-0.7%,0%,2%,1%,3%,1.3%
CC(=O)N(CCc1ccccc1C)Cc1cc2ccc(C)cc2[nH]c1=O,4%,.,4%,-1.1%,5%,-12%,-8%,1%,4.7%
COc1ccc(OC)c(NC(=O)CCCNC(=O)Cn2cnc3sc(C)c(C)c3c2=O)c1,14%,.,4%,-0.7%,6%,-2%,11%,-8%,2.2%
CN(Cc1nc(-c2ccccc2)no1)C1CCOCC1,4%,.,14%,0.1%,11%,0%,-2%,-6%,0.9%
COc1ccccc1CNC(=O)C1CCCN(S(=O)(=O)c2cccc3nsnc23)C1 (centres undefined),9%,.,12%,-0.2%,-6%,7%,2%,-10%,3.4%
CC(C)(C)c1ccc(OC(=O)CN2C(=O)C3C4CCC(C4)C3C2=O)cc1 (centres undefined),-9%,-1.6%,10%,0.1%,1%,-4%,-8%,-4%,1.4%
CN(CCO)C(=O)c1c(NC(=O)c2ccccc2)sc2c1CCCC2,0%,.,5%,-1.8%,3%,7%,-3%,-8%,-1.6%
Cc1ccnc(NC(=O)COc2ccccc2[N+](=O)[O-])c1,-5%,-1.8%,3%,0.3%,8%,-4%,-8%,-1%,.
O=C(NCCc1ccccn1)c1cccnc1Oc1ccc(Cl)cc1,3%,.,6%,-0.7%,-4%,4%,-9%,-8%,.
Cc1ccc(NC(=O)COC(=O)c2ccccc2Nc2ccccc2)cc1,4%,-0.7%,1%,-0.4%,4%,-2%,-13%,-1%,9.7%
CCC1COCCS(=O)(=O)N1Cc1ccccc1 (centres undefined),2%,.,0%,-0.7%,-4%,-4%,7%,-14%,-1.0%
COc1ccc(CC(=O)n2nc(-c3ccccc3)nc2NCc2ccco2)cc1,5%,.,1%,.,12%,-6%,31%,5%,0.4%
Cc1cc(C(=O)N2CCCC(C(=O)c3cc(F)ccc3F)C2)c(C)o1 (centres undefined),10%,5.6%,6%,-0.8%,10%,-7%,1%,-8%,1.2%
COc1cccc(CN2CCN(C(=O)C3CCC(=O)N(C4CCCC4)C3)CC2)c1 (centres undefined),12%,.,6%,-0.1%,9%,-1%,4%,-14%,3.2%
COC(C(=O)Nc1ccc(F)cc1)c1ccccc1 (centres undefined),-4%,-2.1%,7%,1.4%,8%,-2%,0%,-4%,0.8%
COc1ccccc1N1CCN(/N=C/c2cccc(O)c2)CC1,4%,-1.5%,7%,-0.6%,10%,-22%,-3%,-4%,-0.2%

# Reformatted: two of the compounds above.
structure	GPR35 antagonists	CSM14.1 death rescue	Large T inhibition	West Nile antiviral	MgcRacGAP inhibition	Dengue-2 NS5 capping	PhoP inhibition	LYP phosphatase	RSV CPE inhibition
COc1ccc(OC)c(NC(=O)CCCNC(=O)Cn2cnc3sc(C)c(C)c3c2=O)c1	14%	.	4%	-0.7%	6%	-2%	11%	-8%	2.2%
Cc1oc(-c2cc(F)ccc2F)nc1CN1CCN(c2cnccn2)CC1	12%	-0.7%	6%	-0.4%	3%	-6%	5%	-3%	3.6%

# In the list so far, 7 have fluorine.
SMILES,GPR35 antagonists,CSM14.1 death rescue,Large T inhibition,West Nile antiviral,MgcRacGAP inhibition,Dengue-2 NS5 capping,PhoP inhibition,LYP phosphatase,RSV CPE inhibition
Cn1cnnc1SCC(=O)Nc1ccc(OC(F)F)cc1,2%,.,19%,0.4%,8%,-5%,0%,-1%,-1.0%
O=C1CN(C(=O)c2cc3ccccc3oc2=O)C(c2ccc(F)cc2)c2cc(F)ccc2N1 (centres undefined),-6%,-0.6%,4%,.,2%,2%,0%,-4%,0.3%
CCOC(=O)c1cn(-c2nc(-c3ccc(Cl)c(Cl)c3)cs2)c2c(F)c(N3CCOCC3)c(F)cc2c1=O,1%,1.4%,4%,.,8%,-9%,6%,8%,73%
Cn1c(=O)oc2cc(S(=O)(=O)N3CCC(C(=O)Nc4ccc(OC(F)(F)F)cc4)CC3)ccc21,4%,.,18%,-1.0%,8%,-3%,-7%,-2%,0.8%
Cc1oc(-c2cc(F)ccc2F)nc1CN1CCN(c2cnccn2)CC1,12%,-0.7%,6%,-0.4%,3%,-6%,5%,-3%,3.6%
Cc1cc(C(=O)N2CCCC(C(=O)c3cc(F)ccc3F)C2)c(C)o1 (centres undefined),10%,5.6%,6%,-0.8%,10%,-7%,1%,-8%,1.2%
COC(C(=O)Nc1ccc(F)cc1)c1ccccc1 (centres undefined),-4%,-2.1%,7%,1.4%,8%,-2%,0%,-4%,0.8%

# High-throughput results from PubChem.
